# Screens deposited in PubChem BioAssay by several laboratories.
# CaV13 ICDI inh: Disruptors of the CACNA1D IQ motif to Ca2+-dependent inactivation inhibitor domain association, primary screening, Förster resonance energy transfer in intact living … | HEK cells, CFP/YFP FRET ICDI-IQ, plate reader, 10 min; percent FRET-ratio fall versus neutral wells | inhibition, % at 12.3 µM | 340,000 compounds, 0.098% hits | AID 743397;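 active means mean replicate inhibition of at least 30% and at least 1% of replicates passing that level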;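 further: 0% = median of the neutral control wells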
# Exocytosis inh: lytic granule exocytosis inhibition | TALL-104 LAMP-1 surface exposure, flow cytometry; cells stimulated with thapsigargin and PMA | inhibition, % at 10 µM | 360,000 compounds, 0.66% hits;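 active means inhibition above about 55%, limit read from the data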
# Vif inh: blocks HIV Vif function; HEK293T cells, Vif self-association by quenched fluorescence, imaging, 24 h; inhibition, % at 7.49 µM; 340,000 compounds, 0.35% hits; in the data active means inhibition above about 50%, passing the limit was not always enough; further: some results filed as inactive read as strong as hits
# aDG glyco act: increases alpha dystroglycan glycosylation. 360,000 compounds, 0.22% hits. AID 624168. activation, % at 10 µM. Pro5-aDG cells, alpha-DG glycosylation AlphaScreen (IIH6); 0% Pro5, 100% B10-LARGE cell signal;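 active means activation of at least 8% versus controls, or a plate z-score of at least 8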;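 further: Pro5 are CHO cells carrying HIG-tagged alpha-DG that lacks glycosylation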
# PDI turbidity: PDI (human) enzyme inhibition; P07237; 350,000 compounds, 0.052% hits; inhibition, % at 10 µM; PDI insulin aggregation turbidity, A650, 90 min;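 active means mean inhibition across replicates of 30% or more, whatever share of single replicates reach that level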;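 further: absorbance from insulin aggregation driven by PDI reduction with DTT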
# Target sequence (P07237 whole entry, looked up): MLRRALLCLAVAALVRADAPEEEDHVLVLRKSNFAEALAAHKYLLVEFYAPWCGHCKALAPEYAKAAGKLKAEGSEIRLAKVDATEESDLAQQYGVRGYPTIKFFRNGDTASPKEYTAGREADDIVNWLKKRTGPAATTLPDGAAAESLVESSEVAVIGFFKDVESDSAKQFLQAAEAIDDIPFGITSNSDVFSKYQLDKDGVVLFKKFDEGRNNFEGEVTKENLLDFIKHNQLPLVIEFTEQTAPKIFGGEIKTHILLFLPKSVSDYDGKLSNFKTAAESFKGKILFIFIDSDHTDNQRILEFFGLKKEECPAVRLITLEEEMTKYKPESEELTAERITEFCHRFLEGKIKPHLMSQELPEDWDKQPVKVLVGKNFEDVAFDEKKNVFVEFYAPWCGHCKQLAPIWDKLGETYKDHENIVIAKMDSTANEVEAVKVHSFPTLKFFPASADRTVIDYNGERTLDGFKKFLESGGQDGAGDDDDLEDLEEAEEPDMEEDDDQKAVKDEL
# H9c2 protect: modulators protecting cardiomyocytes from myocardial damage; H9c2 cardiomyocytes, H2O2 injury protection, ATPLite, 2 h; 360,000 compounds, 0.63% hits; AID 588492; protection from H2O2 cell death, % at 20 µM;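 active means compounds giving at least 50% protection of heart cells from peroxide-induced death in the single-dose screen, raw or plate-pattern-corrected value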;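 further: 0% = DMSO wells with peroxide and 100% = DMSO wells without peroxide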
# hiPSC survival: enhancers of human iPSC single-cell survival. AID 602274. 360,000 compounds, 0.044% hits. hiPSC single-cell survival, ATPlite luminescence; 100% = ROCK inhibitor wells, 0% = DMSO. survival enhancement, % at 20 µM; in the data active means survival enhancement above about 18%;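 further: cells exposed to compounds for 16 hours before the ATP read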
# m5-HT2A agonist: activates the mouse 5-HT2A serotonin receptor. activation, % at 7.6 µM. P35363. 360,000 compounds, 0.66% hits. CHO-K1 mHTR2A beta-arrestin complementation, luminescence; percent of 30 µM serotonin response;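 active means activation above a run cutoff, the mean activation of all tested compounds plus 3 SD, cut at about 14% in these data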;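 further: 0% = plate median of compound wells and 100% = 30 µM serotonin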
# Target sequence (P35363 whole entry, looked up): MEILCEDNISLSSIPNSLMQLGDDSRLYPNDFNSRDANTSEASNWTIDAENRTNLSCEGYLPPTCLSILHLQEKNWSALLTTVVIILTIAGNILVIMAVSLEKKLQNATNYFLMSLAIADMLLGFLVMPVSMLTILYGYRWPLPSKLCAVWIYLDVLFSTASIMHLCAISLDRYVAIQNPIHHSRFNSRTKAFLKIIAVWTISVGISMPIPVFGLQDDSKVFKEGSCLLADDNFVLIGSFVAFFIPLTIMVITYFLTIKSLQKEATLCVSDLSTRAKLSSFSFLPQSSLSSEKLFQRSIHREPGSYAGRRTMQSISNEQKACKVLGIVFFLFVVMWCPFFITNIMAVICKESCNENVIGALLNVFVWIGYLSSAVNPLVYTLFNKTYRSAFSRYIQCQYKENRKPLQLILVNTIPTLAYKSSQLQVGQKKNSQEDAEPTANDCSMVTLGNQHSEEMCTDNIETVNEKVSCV
# ABCB6 inh 2: human ABCB6 transporter inhibition. Q9NP58. 360,000 compounds, 0.19% hits. fluorescence ratio to DMSO, % at 10 µM. K562-ABCB6 porphyrin accumulation, flow cytometry, 1 h; stronger effect = lower value. AID 602162;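 active means fluorescence ratio to DMSO below 75%, the collection mean minus 3 SD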;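 further: signal is porphyrin accumulated inside mitochondria; 100% equals median channel fluorescence of DMSO control wells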
# N-glyco inh: N-linked glycosylation inhibition | AID 588692 | 360,000 compounds, 0.23% hits | D54 ERlucT glycosylation luciferase reporter, 24 h; percent of 100 nM tunicamycin response | reporter increase, % at 12.5 µM;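 active means mean luciferase reporter signal, scaled so untreated is 0 and the glycosylation-blocking control 100, at or above a set limit in every replicate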;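 further: luciferase carries N-glycosylation sites so blocking glycosylation raises the light; 0% = median of neutral control wells and 100% = median of 100 nM tunicamycin wells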
# Numbers without * were called inactive; / = no result given.
# Value order: CaV13 ICDI inh	Exocytosis inh	Vif inh	aDG glyco act	PDI turbidity	H9c2 protect	hiPSC survival	m5-HT2A agonist	ABCB6 inh 2	N-glyco inh
CCc1cc(=O)oc2cc3occ(-c4ccc(OC)c(F)c4)c3cc12
 : -2	-5	-18	-0.2	2	8	-1.6	-5	95	3
O=S(=O)(NCc1cn2ccccc2n1)c1cc(F)ccc1F
 : -7	-2	-12	0.1	-6	6	2.5	6	95	1
COc1ccc(/C=C/C(=O)Oc2cccc(/C=N/NC(=O)c3cccc(F)c3)c2)cc1
 : -5	-3	6	0.2	-1	0	-0.5	-5	96	-1
CC(C)(C)OC(=O)N1CCN(C(=O)c2[nH]cnc2C(=O)Nc2ccc(Cl)cc2)CC1
 : -9	-6	5	-0.2	0	18	0.3	-3	95	4
Cc1ccc(CN2C(=O)CCC2C(=O)NCCc2ccccc2)cc1 (centres undefined)
 : -19	3	-1	0.0	0	-1	2.0	4	102	-1
COc1ccc(-c2cc(-c3cccs3)nc3sc(C#N)c(N)c23)cc1
 : -5	17	9	0.3	-3	-4	-0.6	7	107	4
COc1ccc(C2CN=NC23CCc2ccccc2C3=O)cc1 (centres undefined)
 : -3	1	0	-0.1	7	-1	0.3	5	100	12
Cn1c(NC(=O)c2ccccc2C(F)(F)F)cc(=O)n(C)c1=O
 : -6	-2	/	0.1	-4	7	-0.3	-3	100	2
NC(CCc1ccccc1)c1csc(Nc2cnccn2)n1 (centres undefined)
 : -6	-3	-2	0.1	-2	8	-0.2	-7	103	2
O=C(Nc1ccccc1)NC1CCN(Cc2nnnn2C2CCCCC2)CC1
 : -4	4	6	-0.1	1	-2	-0.8	-1	93	-1
O=C1OC(C(=O)Nc2ccccc2)Cc2ccccc21 (centres undefined)
 : -3	1	3	0.1	2	6	0.0	1	97	3
Cn1ccnc1C1CCCCN1C(=O)c1cc(COc2ccc(F)cc2F)on1 (centres undefined)
 : -6	0	-3	-0.1	20	0	0.1	-2	99	-1
CC(=NNC(=S)N1CCN(c2ccccn2)CC1)c1nccs1
 : /	4	-6	-0.9	-8	49	-1.3	-10	93	-12
OCCCNc1cc(-c2ccnc(Nc3cccc(Cl)c3)n2)ccn1
 : -10	-4	-12	1.1	3	17	-1.3	13	95	-7
CN(CCc1ccccc1)C(=O)c1ccc(NC(=O)Cc2cccc(NC(=O)C3CCN(C(=O)C4CCCC4)CC3)c2)cc1
 : -3	3	-2	-0.2	1	-9	-1.8	0	92	0
COc1cccc(-c2nnc(NC(=O)c3ccc(S(=O)(=O)N4CC(C)OC(C)C4)cc3)o2)c1 (centres undefined)
 : -5	3	-6	4.5	6	56*	0.2	2	96	2
Cc1nn(Cc2nc(-c3cccs3)no2)c(C)c1Br
 : -2	2	9	0.2	/	-3	-0.4	2	101	-2
NC(=O)C1(N2CCCCC2)CCN(C(=O)c2ccccc2)CC1
 : -6	-3	-3	-0.1	/	4	-1.8	5	97	2
COc1ccccc1C(=O)Nc1ccc(S(=O)(=O)Nc2cnc3ccccc3n2)cc1
 : -2	-3	-10	-0.2	6	1	-0.3	2	99	0
O=C(Cc1cccs1)N1CCC(c2nc3c(nnn3Cc3ccc(F)cc3)c(=O)[nH]2)CC1
 : -4	-1	/	-0.3	8	16	2.0	-4	96	3
O=C(COC(=O)COc1cc(Cl)c(Cl)cc1Cl)NC1CC1
 : -6	11	11	0.0	-3	-1	4.4	-3	96	3
COc1ccc(S(=O)(=O)N(C)C[C@H]2Oc3c(NS(=O)(=O)c4cn(C)cn4)cccc3C(=O)N([C@H](C)CO)C[C@@H]2C)cc1
 : -11	-3	/	0.1	-4	3	0.7	2	101	1
O=C(c1cccc(S(=O)(=O)N2CCCCC2)c1)N1CCCCC1
 : -4	0	-8	0.0	-2	0	-4.0	4	96	1
CCC(C)NC(=O)C1CCC(CNS(=O)(=O)c2ccc3c(c2)CC(C)N3C(C)=O)CC1 (centres undefined)
 : -14	-1	5	-0.1	17	-4	-0.4	6	98	-1
COC(=O)[C@]1(C)N[C@H](c2ccc(-c3ccccc3)cc2)[C@@H]2C(=O)N(C)C(=O)[C@@H]21
 : -8	-2	-2	-0.2	13	3	0.0	1	96	0
COc1ccc(-c2nn(-c3ccccc3)cc2C(=O)N(C)CC(=O)Nc2cccc(F)c2)cc1
 : -2	-7	-9	0.4	3	-9	-0.5	0	101	2
COCCCn1c(SCc2cccc(C(F)(F)F)c2)nc2cc(OC)c(OC)cc2c1=N
 : -5	-2	-10	0.5	9	-16	4.6	-4	94	-3
COC(=O)c1cc(OC)c(OC)cc1NC(=O)CSc1ccccc1
 : -5	17	-3	0.4	5	6	4.1	-3	99	-1
C=CCN(C(=O)CNS(=O)(=O)c1ccccc1)C(C(=O)NCCOC)c1ccncc1 (centres undefined)
 : /	4	3	0.3	5	-9	-2.4	4	103	0
Cc1c(CC(=O)O)c(=O)oc2c(C)c3occ(-c4ccc(F)cc4)c3cc12
 : -5	22	2	-0.3	-3	-4	-0.6	0	100	2
Cc1ccc(CSCc2ccc(C(=O)NCC3CCCO3)o2)cc1 (centres undefined)
 : 2	1	1	0.0	-1	2	-0.3	1	98	0
COCCn1nnnc1SCC(=O)NCc1ccc2c(c1)OCO2
 : 2	-4	6	0.2	-1	-2	0.2	-3	94	1
O=C(CCNS(=O)(=O)c1cccc2nsnc12)NCc1ccc(F)cc1
 : -5	7	-2	0.1	7	4	1.7	1	99	-1
Cc1ccc(N(C(=O)CNC(=O)c2ccco2)C(C(=O)NC2CCCCC2)c2cccnc2)cc1C (centres undefined)
 : -3	19	-10	0.0	10	-2	0.0	8	93	1
O=C(N/N=C/c1ccc2c(c1)OCO2)c1cccc(NC(=O)c2ccccc2Cl)c1
 : -4	-37	-1	0.2	-8	-1	0.8	2	97	15
O=C(NC1CCCCCC1)c1ccc(CS(=O)Cc2cccc(Cl)c2)o1 (centres undefined)
 : -4	-3	-9	0.2	1	-4	-0.1	-1	102	1
C[C@@H](N)C(=O)NC[C@H]1O[C@@H](n2cnc3c(N)ncnc32)[C@H](O)[C@@H]1O
 : -5	7	-6	-0.1	1	2	2.8	-2	101	-1
Cc1cc(C)c2nncn2n1
 : -2	0	-3	0.0	4	1	-0.6	3	99	-1
CN(C)/C=N/c1cc(=O)[nH]c(=O)n1Cc1ccccc1
 : -5	-4	-4	-0.1	0	8	-3.2	4	101	3
Cc1ccccc1OCCn1cnc2c(N)ncnc21
 : /	0	8	-0.1	-6	-13	1.8	-5	81	8
O=C(NCCc1ccc(Cl)cc1)c1ccc(CS(=O)Cc2ccc(Cl)cc2)o1 (centres undefined)
 : -4	-2	-3	-0.1	-7	2	4.7	7	97	-3
CCCCCCC(=O)NN1CCN(C)CC1
 : /	1	-2	-0.2	-3	-4	0.8	3	100	3
COc1cc(CN2CC(C)OC(C)C2)cc(OC)c1 (centres undefined)
 : -9	0	-2	-0.1	7	0	2.3	-1	104	2
NC(=O)COC(=O)/C=C/c1ccccc1[N+](=O)[O-]
 : -2	-1	2	1.0	-9	7	-0.8	-1	95	-3
C/C(=C\C(=S)Nc1ccccc1)Nc1cccc2ccccc12
 : -5	12	2	0.4	-5	-2	-1.6	-4	103	1
Cc1ccccc1OCC(=O)Nc1ccc2oc(=O)ccc2c1
 : -5	-1	-7	0.0	-2	4	-0.7	-3	96	0
Cc1occc1-c1nnc(SC(C)C(=O)Nc2ccccc2F)o1 (centres undefined)
 : -4	-3	2	-0.3	-2	10	0.2	0	95	-13
CCOC(=O)N1CCc2c(sc3nc4n(c(=O)c23)N=C(C)CS4)C1
 : -7	5	-2	0.0	2	10	-3.5	3	108	1
CCN1CCN(c2nc(-c3ccccc3Cl)nc3ccccc23)CC1
 : -3	-9	5	0.2	-8	-1	-0.1	-14	98	0
O=C(c1ccc(NC(=S)Nc2ccc(F)cc2F)cc1)N1CCOCC1
 : 6	-5	5	-0.2	-8	-9	1.5	-2	97	-1
COc1ccc(NC(=O)CSc2nnc(-c3ccccc3C)n2N)cc1
 : -5	4	1	-0.1	0	5	-2.4	-1	95	1
Cc1cc(NC(=O)CSc2nnc(-c3cccnc3)n2C)no1
 : -7	0	-5	-0.1	2	6	-0.2	3	104	1
COc1ccc(NC(=O)Cn2nnc(C(N)=O)c2N)c(OC)c1
 : -4	3	14	0.2	1	-2	2.3	3	92	4
CCCc1cc(=O)oc2cc(C)cc(OC(C)C(=O)NCCCN3CCOCC3)c12 (centres undefined)
 : -17	-7	17	-0.4	5	7	-0.5	-8	91	1
Cc1ccc(S(=O)(=O)N2CCN(C(=O)COC(=O)c3cncc(Br)c3)CC2)c(C)c1
 : -6	1	-3	0.1	0	2	2.7	14	101	1
O=C(NCC(F)(F)F)Nc1cccnc1
 : -4	-3	-3	0.3	-2	8	-0.9	7	103	2
CN1N=C(C(=O)NC2CCCc3c2cnn3-c2ccc(F)cc2F)CCC1=O (centres undefined)
 : /	2	-6	0.4	-7	1	-0.5	6	104	1

# 4 entries from above, with each value named:
> Cc1occc1-c1nnc(SC(C)C(=O)Nc2ccccc2F)o1 (centres undefined)
  CaV13 ICDI inh: -4 | Exocytosis inh: -3 | Vif inh: 2 | aDG glyco act: -0.3 | PDI turbidity: -2 | H9c2 protect: 10 | hiPSC survival: 0.2 | m5-HT2A agonist: 0 | ABCB6 inh 2: 95 | N-glyco inh: -13
> Cc1cc(NC(=O)CSc2nnc(-c3cccnc3)n2C)no1
  CaV13 ICDI inh: -7 | Exocytosis inh: 0 | Vif inh: -5 | aDG glyco act: -0.1 | PDI turbidity: 2 | H9c2 protect: 6 | hiPSC survival: -0.2 | m5-HT2A agonist: 3 | ABCB6 inh 2: 104 | N-glyco inh: 1
> CCCc1cc(=O)oc2cc(C)cc(OC(C)C(=O)NCCCN3CCOCC3)c12 (centres undefined)
  CaV13 ICDI inh: -17 | Exocytosis inh: -7 | Vif inh: 17 | aDG glyco act: -0.4 | PDI turbidity: 5 | H9c2 protect: 7 | hiPSC survival: -0.5 | m5-HT2A agonist: -8 | ABCB6 inh 2: 91 | N-glyco inh: 1
> Cc1ccc(S(=O)(=O)N2CCN(C(=O)COC(=O)c3cncc(Br)c3)CC2)c(C)c1
  CaV13 ICDI inh: -6 | Exocytosis inh: 1 | Vif inh: -3 | aDG glyco act: 0.1 | PDI turbidity: 0 | H9c2 protect: 2 | hiPSC survival: 2.7 | m5-HT2A agonist: 14 | ABCB6 inh 2: 101 | N-glyco inh: 1

# Whole records, quoted from the list. Values in the order: CaV13 ICDI inh | Exocytosis inh | Vif inh | aDG glyco act | PDI turbidity | H9c2 protect | hiPSC survival | m5-HT2A agonist | ABCB6 inh 2 | N-glyco inh
# Shown for O=C(c1ccc(NC(=S)Nc2ccc(F)cc2F)cc1)N1CCOCC1 → 6 | -5 | 5 | -0.2 | -8 | -9 | 1.5 | -2 | 97 | -1
# Shown for Cc1occc1-c1nnc(SC(C)C(=O)Nc2ccccc2F)o1 (centres undefined) → -4 | -3 | 2 | -0.3 | -2 | 10 | 0.2 | 0 | 95 | -13
# Shown for O=C(NCC(F)(F)F)Nc1cccnc1 → -4 | -3 | -3 | 0.3 | -2 | 8 | -0.9 | 7 | 103 | 2
# Shown for COc1ccc(NC(=O)CSc2nnc(-c3ccccc3C)n2N)cc1 → -5 | 4 | 1 | -0.1 | 0 | 5 | -2.4 | -1 | 95 | 1
# Shown for CN1N=C(C(=O)NC2CCCc3c2cnn3-c2ccc(F)cc2F)CCC1=O (centres undefined) → / | 2 | -6 | 0.4 | -7 | 1 | -0.5 | 6 | 104 | 1
